MOR-DOR inv ag: inverse agonists of MOR-DOR heterodimerization, primary screen, cell-based, luminescence; cell-based MOR-DOR heterodimer luminescence, inverse agonism; inhibition, % at 9.3 µM; 340,000 tested, 0.21% active; in the data active means inhibition above about 22%, passing the limit was not always enough;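 further: 0% = cells with DMSO and 100% = wells without cells with DMSO; values of inactives mirror those of a sister screen read the other way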
Target sequence (P35372 whole entry, looked up): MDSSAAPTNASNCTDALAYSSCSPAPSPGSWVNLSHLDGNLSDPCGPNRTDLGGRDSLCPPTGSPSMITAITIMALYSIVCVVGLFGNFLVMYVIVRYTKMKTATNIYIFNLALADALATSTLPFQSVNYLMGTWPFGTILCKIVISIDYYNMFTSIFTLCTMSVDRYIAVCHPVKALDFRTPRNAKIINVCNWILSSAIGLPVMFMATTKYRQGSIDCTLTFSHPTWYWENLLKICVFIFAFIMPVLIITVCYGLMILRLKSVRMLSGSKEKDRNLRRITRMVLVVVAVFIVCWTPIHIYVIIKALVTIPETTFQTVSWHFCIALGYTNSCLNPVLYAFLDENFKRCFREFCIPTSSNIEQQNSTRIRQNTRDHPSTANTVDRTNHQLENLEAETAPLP
Target sequence (P41143 whole entry, looked up): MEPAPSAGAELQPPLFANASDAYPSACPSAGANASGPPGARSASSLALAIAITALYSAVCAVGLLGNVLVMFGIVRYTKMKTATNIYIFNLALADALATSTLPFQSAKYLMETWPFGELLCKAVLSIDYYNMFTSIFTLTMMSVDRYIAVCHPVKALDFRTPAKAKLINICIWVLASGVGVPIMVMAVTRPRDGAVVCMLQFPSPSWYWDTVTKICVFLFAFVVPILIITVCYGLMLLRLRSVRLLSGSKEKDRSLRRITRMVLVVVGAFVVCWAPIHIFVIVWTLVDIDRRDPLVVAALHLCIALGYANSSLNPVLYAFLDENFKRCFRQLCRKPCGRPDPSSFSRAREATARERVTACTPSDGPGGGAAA
Arr AP2 block: inhibitors of beta-arrestin/AP2 binding, primary screen, biochemical, GPCR trafficking, flow cytometry; beta-arrestin 1 C-terminal peptide binding to AP2 beta2-adaptin appendage (human); FITC-arrestin peptide / GST-AP2 beads; AP2 beta2 appendage carries R879A mutation; inhibition, % at 10 µM; 340,000 tested, 0.31% active; AID 504490, 2011;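 active means inhibition above a set limit, near 3 SD of compounds lacking own fluorescence, cut at about 54% in these data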;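 further: plate controls were DMSO wells for no effect and 5 µM unlabelled arrestin peptide for full effect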
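System: GST-AP2 R879A bound to glutathione beads, E. coli-expressed. Also added: 50 nM FITC-arrestin peptide. Schedule: compound with beads 12 min RT, then probe 1 h RT. Signal: bead flow cytometry, FITC channel. Read-out basis: percent response.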
Wnt bcat act: Wnt/beta-catenin pathway activators, primary screen, cell-based, plate reader, single point; Wnt/beta-catenin reporter cell assay, activator; activation, % at 9.35 µM; 300,000 tested, 1.2% active; AID 743398, 2014; in the data active means activation above about 30%, passing the limit was not always enough; inconclusive means no clear call, values can overlap the other calls;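 further: 0% = neutral control wells and 100% = positive control wells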
Keap1-Nrf2 PPI: Keap1-Nrf2 protein-protein interaction inhibitors, primary screen, biochemical, fluorescence polarization, single point; 340,000 tested, 0.15% active; Keap1 Kelch-Nrf2 peptide fluorescence polarization, 1536-well; inhibition, % at 9.4 µM; Kelch-like ECH-associated protein 1 (Homo sapiens), Q14145; in the data active means inhibition above about 12%; inconclusive means no clear call, values can overlap the other calls; inactive means below about 7.3%;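 further: human Keap1 Kelch domain with fluorescein labeled Nrf2 9mer peptide probe; 0% = neutral control wells and 100% = peptide positive control; higher means more block of Keap1 binding to Nrf2 peptide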
DSG3 Ab inh: inhibitors of pemphigus antibody binding to DSG3, primary screen, biochemical, bead-based, flow cytometry, scFv-GFP. Desmoglein-3 (Homo sapiens), P32926. DSG3-coupled beads, scFv-anti-DSG3-GFP binding; stronger effect = lower value. binding (percent of control), % at 10 µM. 310,000 tested, 0.48% active. AID 588358, 2011;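 active means binding more than 3 SD below its plate's average and above zero; inconclusive means below that plate limit but binding exactly zero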;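 further: hits lower antibody fragment binding to DSG3; some compounds called inactive have numbers as strong as hits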
V-ATPase pH: regulators of yeast V-ATPase proton pumping, primary screen, pHLuorin cytosolic pH fluorescence. S. cerevisiae. response, % at 10 µM. 350,000 tested, 0.37% active; in the data active means response mostly above about 7.3%, no sharp cut-off; inactive means mostly below about 5.4%; further: actives read high; inactives centre near 0; some compounds called inactive have numbers as strong as hits; reference of the scale not given here
C-LANA FP: inhibitors of KSHV C-LANA binding to DNA, primary screen, biochemical, fluorescence polarization, FAM-LBS DNA, MBP-C-LANA, single point | Kaposi's sarcoma herpesvirus LANA C-terminal domain (residues 932-1162) DNA binding | 340,000 tested, 0.078% active | inhibition, % at 9 µM;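 active means highest replicate inhibition at or above 60% at 9 µM, even if other replicates fall short; inactive means all replicates below 60% inhibition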;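 further: 0% = neutral control wells and 100% = 4 µM acridine orange control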
cardiac RTF act: cardiac RTF calcium sensitivity activators, primary screen, biochemical, IANBD-TnC fluorescence, EC20 calcium; AID 493008, 2010; IANBD-labeled TnC RTF fluorescence at EC20 calcium; 0% EC20 calcium, 100% full calcium; activation, % at 7.2 µM; 340,000 tested, 0.24% active; Troponin I, cardiac muscle (Homo sapiens) + Troponin T, cardiac muscle (Homo sapiens) + …;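 active means activation above the mean over all tested compounds plus 3 SD, cut at about 30% in these data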;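 further: rise in fluorescence read as greater calcium sensitivity of cardiac thin filaments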
RTF Ca sens inh: cardiac RTF calcium sensitivity inhibitors, primary screen, biochemical, IANBD-TnC fluorescence, EC70 calcium; inhibition, % at 7.15 µM; IANBD-labeled cardiac RTF, Ca2+ fluorescence; 340,000 tested, 0.12% active; AID 493244, 2011;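 active means inhibition above the mean inhibition of all tested compounds plus 3 SD, cut at about 17% in these data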;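 further: assay run at fixed EC70 calcium of 1.6 mM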
MOR-DOR ag: agonists of OPRM1-OPRD1 heterodimerization, primary screen, cell-based, luminescence; Mu-type opioid receptor (Homo sapiens) + Delta-type opioid receptor (Homo sapiens), …; 340,000 tested, 0.3% active; cells; activation, % at 9.3 µM; in the data active means activation above about 18%;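 further: 0% = vehicle-treated cells and 100% = reference agonist; values of inactives mirror those of a sister screen read the other way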
Numbers without * were called inactive; u = inconclusive; x = not tested or not shown.

SMILES	MOR-DOR inv ag	Arr AP2 block	Wnt bcat act	Keap1-Nrf2 PPI	DSG3 Ab inh	V-ATPase pH	C-LANA FP	cardiac RTF act	RTF Ca sens inh	MOR-DOR ag
Cc1ccc(/C=N/NC(=O)Cn2nccc2C)o1	17	2	x	-6	98	-4	-1.6	-2	3	-3.3
CC(=O)c1c(O)c2ccccc2n(C)c1=O	-8	-16	-1	-4	104	2	0.5	9	-15	1.6
CC1=C(C(=O)NC2CCCCC2C)C2(CCC(C)CC2)OC1=O (centres undefined)	6	-11	-1	-5	79	0	0.2	-3	-2	-1.1
COc1cc(CCNC(=O)c2cnn3ccccc23)cc(OC)c1OC	13	6	-4	4	98	0	1.8	-3	-15	-2.4
Cc1ccc(Nc2nc(CSc3nnc(-c4cccs4)o3)cs2)cc1	11	35	x	-7	x	2	1.8	-5	-5	-2.5
CN(C)S(=O)(=O)c1cccc(NC(=O)c2ccccc2OCc2ccc(F)cc2)c1	-39	-5	-7	-1	106	-5	2.6	2	-1	4.8
O=C(Nc1ccc(N2CCOCC2)cc1)c1cccc(S(=O)(=O)N2CCCCC2)c1	-12	-6	x	0	107	-2	0.1	9	-3	2.1
COc1ccc(/C=C2\SC(=S)N(CC(=O)OCC(=O)Nc3cc(Cl)cc(Cl)c3)C2=O)cc1	5	26	38*	0	100	-2	2.4	0	-2	-0.9
CS(=O)(=O)N1CCN(C(=O)Cc2ccc(Br)cc2)CC1	12	-6	-1	-2	99	-4	0.5	-7	-1	-2.5
CCCCc1cc(=O)oc2cc(OCC(=O)NC3CCN(Cc4ccccc4)CC3)ccc12	-10	8	0	-4	x	-8	-1.0	5	-6	2.0
COc1ccc(C(CNC(=O)c2cccnc2SC)N2CCOCC2)cc1 (centres undefined)	7	-4	0	-5	95	-7	0.9	13	-1	-1.3
COc1cc(COCC(O)CN2C(C)CCCC2C)cc(OC)c1OC (centres undefined)	10	-4	2	-7	114	1	2.6	3	-4	-1.9
COc1cc2c(cc1NC(=O)COCC(=O)O)oc1ccccc12	14	27	1	-1	102	-3	-0.7	-5	5	-3.0
CCn1c(SCC(N)=O)nc2cc(S(=O)(=O)N3CCOCC3)ccc21	15	0	-1	-2	105	0	1.5	6	-7	-3.0
CC1CCCN(c2nc3ccccc3nc2C(C#N)S(=O)(=O)c2ccccc2)C1 (centres undefined)	-6	-4	5	u	103	-3	29	15	-22	1.0
O=C(NC1CCCCC1)N(CCN1CCOCC1)Cc1cc2cc3c(cc2[nH]c1=O)OCCO3	10	1	-1	0	103	2	-1.5	-2	-5	-1.9
COc1cc(CNC2CCCCCCC2)cc(Cl)c1OCC(N)=O	-3	14	0	1	104	-1	-1.1	1	-13	0.6
CC(=O)Nc1ccccc1OCCOc1ccc(Br)cc1	-10	8	-2	-6	x	4	-2.2	5	-3	2.2
C=CCONC(=O)Cc1ccccc1	9	-2	-3	-4	107	-3	-0.2	-1	-6	-1.8
CCCCOC(=O)Cn1c2ccc(OC)cc2c2nc3ccccc3nc21	2	-2	-11	0	110	-1	18	22	-1	-0.5
O=C1C2CCCCC2C(=O)N1c1ccc(NC2CCN(Cc3ccccc3)CC2)c([N+](=O)[O-])c1 (centres undefined)	x	1	0	-1	111	-2	1.5	0	-5	x
Cc1ccc(C(C)C)c(OCCCn2ccnc2C)c1	12	5	-2	0	101	1	2.0	2	-2	-2.7
CCOc1ccc(-c2cc(CCCC(=O)Nc3cccc(OC)c3)no2)cc1	5	21	-8	-5	96	-4	0.7	2	1	-0.9
O=C(C(Cc1ccccc1)n1cccc1)N1CCN(C2CCCCC2)CC1 (centres undefined)	-10	-8	-4	3	107	-2	-0.6	4	-5	1.7
COc1ccc(CN2CCN(C(=O)c3ccccc3F)CC2)c(OC)c1OC	-16	27	7	-3	112	-5	-2.3	21	-9	3.0
Cc1ccc(C(=O)CSc2nnc(COc3cc(C)cc(C)c3)o2)cc1	2	12	-3	-6	123	-2	-0.3	-1	-3	-0.3
O=C(Nc1nc2ccccc2[nH]1)c1ccc(F)c(S(=O)(=O)N2CCOCC2)c1	4	10	8	0	x	3	0.6	-2	-11	-0.8
CSc1ccccc1N1CCN(C(=O)Nc2ccc3c(c2)NC(=O)CO3)CC1	1	6	x	-2	102	-1	0.5	1	0	-0.2
O=S(=O)(Nc1ccccc1N1CCCCC1)c1ccccc1	-7	0	-3	0	100	3	-0.9	-1	2	1.3
C=C1CCC[C@]2(C)C[C@H]3OC(=O)C(CN(C)CC(OC)OC)[C@H]3CC12 (some centres undefined)	-6	-2	0	5	97	1	0.5	-2	-10	1.0
Cc1nc2ccccc2n1CC(=O)NC(C)C1CC2CCC1C2 (centres undefined)	x	2	-1	-3	95	0	0.5	9	1	x
Cc1cccc(Cn2c(NCCO)nc3c2c(=O)n(C)c(=O)n3C)c1	-17	8	-1	-1	102	-6	1.1	9	-4	2.8
Nc1c(Cl)ncnc1N/N=C/c1ccncc1	x	33	2	x	106	6	x	x	x	x
COc1ccc(NC(=O)NCc2ccccc2F)cc1OC	6	37	0	-1	101	-4	-0.4	1	7	-1.2
O=C(CCNS(=O)(=O)c1cccs1)Nc1ccccc1F	13	-4	3	1	x	2	1.1	12	-10	-2.2
Cc1cc(C)n(CC2CC(=O)N(c3cc(Cl)cc(Cl)c3)C2=O)n1 (centres undefined)	2	-9	x	0	102	1	-0.2	9	-8	-0.5
Cc1nc(SCc2ccc(Cl)c(Cl)c2)ncc1C(=O)O	9	6	-1	-3	103	-3	-1.7	-2	5	-1.6
COc1ccc(C(=O)NN2CC(O)=C(c3nc4ccccc4n3C)C2=N)cc1OC	7	-18	x	5	81	-2	0.2	5	-10	-1.4
COc1cc(C(=O)NCC(=O)OCC(=O)c2cccc3ccccc23)cc(OC)c1OC	4	47	-4	0	87	0	1.2	1	-3	-0.7
N=C1C(c2ccccc2)=C(O)C2CCc3ccccc3N12 (centres undefined)	8	-6	x	-4	104	2	-1.0	-2	-10	-1.4
CC(=O)N1N=C(c2ccncc2)CC1c1ccccc1O (centres undefined)	13	-9	-2	-2	91	-1	-0.2	11	-4	-2.6
O=C(Cn1ccc(C(F)(F)F)n1)N/N=C/c1ccc(N2CCOCC2)cc1	-5	14	0	-4	104	2	-1.3	6	-9	0.9
CC(C)Oc1ccc2ccccc2c1CNC[C@H]1O[C@@H](n2cnc(C(N)=O)n2)[C@H](O)[C@@H]1O	8	40	0	-5	99	1	-0.8	-4	2	-1.7
COCC(C)n1c(C)cc(C(=O)COC(=O)c2cnc(Cl)c(Cl)c2)c1C (centres undefined)	4	22	-3	-2	x	1	2.1	-2	-5	-1.1
COc1cccc(CN2CC(C(=O)NCCc3ccc(C)s3)CCC2=O)c1 (centres undefined)	1	13	4	2	101	-1	-1.4	-2	-5	-0.1
O=C(NCc1ccc(F)cc1)c1cc(C(=O)C2CC2)c[nH]1	11	-12	2	-4	105	2	0.1	-3	0	-2.2
CC(C)(C)c1ccc(OCC(=O)OCCNC(=O)c2cccnc2)cc1	9	-2	-2	0	102	0	0.3	-1	1	-1.6
O=C(CSc1nnc(-c2ccccc2)o1)N1CCN(c2ccccc2)CC1	7	26	x	-3	97	-6	-1.8	-2	-1	-1.2
COC(=O)[C@@]1(Cc2ccc(F)cc2)[C@@H]2[C@@H](CC(=O)[C@H]2CC(=O)C(=O)N(C)C)CN1C(=O)c1ccccc1	28	0	x	-3	103	-6	0.1	-5	-11	-5.1
COc1ccc(OCC(=O)Nc2ccc(NC(=O)c3ccco3)cc2)cc1	12	-6	-3	2	x	6	-0.1	4	-11	-2.9
NC(=O)CCc1c[nH]c2ccccc12	14	9	0	3	102	2	0.3	-4	-12	-3.2
O=C(CCC(=O)OCC(=O)c1ccc(-c2ccccc2)cc1)Nc1cccc2cccnc12	13	-7	x	0	102	-3	1.6	3	1	-2.2
CCn1c(SCC(=O)Nc2c(C)n(C)n(-c3ccccc3)c2=O)nc2c1c(=O)n(C)c(=O)n2C	x	-1	2	3	105	-3	-1.0	x	x	x
CCc1cc(=O)[nH]c(SCC(=O)N2CCOCC2)n1	6	28	-1	-3	103	6	-0.6	12	-4	-1.3
COC(=O)C1=C(C)N(Cc2ccccc2)C(=NCc2ccc3c(c2)OCO3)N[C@H]1c1ccccc1	-4	-8	3	-1	99	2	1.1	8	0	0.6
CCN1CCC(n2nccc2NC(=O)c2ccccc2Cl)CC1	8	8	1	-5	x	3	0.5	0	-8	-1.4
Cc1cccn2c(=O)c(/C=N/O)c(N3CCOCC3)nc12	x	33	-1	0	x	-2	-2.0	x	x	x
O=C(Nc1ccc(S(=O)(=O)N2CCCCC2)cc1)C1CCCO1 (centres undefined)	2	0	-2	-7	x	-4	0.8	1	-9	-0.3
CC(NC(=S)NCCCN1CCOCC1)C12CC3CC(CC(C3)C1)C2 (centres undefined)	10	5	-2	-8	105	0	-0.4	-1	-6	-2.1
CC(C)(C)NC(=O)NC(=O)CN1CCN(c2ccc(O)cc2)CC1	-20	10	0	-1	107	0	-0.6	-5	-2	3.8
O=C(NCCc1c[nH]c2ccccc12)C(=O)c1c[nH]c2ccccc12	-12	9	0	-1	100	1	-1.9	-5	-3	2.2
O=P1(NC2CCCC2)OCC2(CO1)COP(=O)(NC1CCCC1)OC2 (centres undefined)	9	3	1	4	129	-2	-0.4	-2	1	-1.7

Sorted by SMILES length (highest first): three of the compounds above.
SMILES	MOR-DOR inv ag	Arr AP2 block	Wnt bcat act	Keap1-Nrf2 PPI	DSG3 Ab inh	V-ATPase pH	C-LANA FP	cardiac RTF act	RTF Ca sens inh	MOR-DOR ag
COc1ccc(/C=C2\SC(=S)N(CC(=O)OCC(=O)Nc3cc(Cl)cc(Cl)c3)C2=O)cc1	5	26	38*	0	100	-2	2.4	0	-2	-0.9
Cc1nc2ccccc2n1CC(=O)NC(C)C1CC2CCC1C2 (centres undefined)	x	2	-1	-3	95	0	0.5	9	1	x
Cc1nc(SCc2ccc(Cl)c(Cl)c2)ncc1C(=O)O	9	6	-1	-3	103	-3	-1.7	-2	5	-1.6

Source: PubChem BioAssay (several laboratories)
